GPT2 inhibitor: Primary qHTS assay for inhibitors of Glutamate pyruvate transaminase 2 (GPT2) | AID 1671188, 2021 | Alanine aminotransferase 2 (Homo sapiens), Q8TD30 | 100,000 compounds, 0.25% hits | Potency, µM (doses to about 57.7 µM), for the others: top-dose activity change, negative = inhibition, usual class: inhibitors | Recombinant GPT2, coupled pyruvate oxidase/HRP Amplex Red fluorescence; note: potency is the fitted concentration of half-maximal effect; nearly all actives have a fitted effect of over 60% in size; many of its hits are not listed in these tables
Target sequence (Q8TD30 whole entry, looked up): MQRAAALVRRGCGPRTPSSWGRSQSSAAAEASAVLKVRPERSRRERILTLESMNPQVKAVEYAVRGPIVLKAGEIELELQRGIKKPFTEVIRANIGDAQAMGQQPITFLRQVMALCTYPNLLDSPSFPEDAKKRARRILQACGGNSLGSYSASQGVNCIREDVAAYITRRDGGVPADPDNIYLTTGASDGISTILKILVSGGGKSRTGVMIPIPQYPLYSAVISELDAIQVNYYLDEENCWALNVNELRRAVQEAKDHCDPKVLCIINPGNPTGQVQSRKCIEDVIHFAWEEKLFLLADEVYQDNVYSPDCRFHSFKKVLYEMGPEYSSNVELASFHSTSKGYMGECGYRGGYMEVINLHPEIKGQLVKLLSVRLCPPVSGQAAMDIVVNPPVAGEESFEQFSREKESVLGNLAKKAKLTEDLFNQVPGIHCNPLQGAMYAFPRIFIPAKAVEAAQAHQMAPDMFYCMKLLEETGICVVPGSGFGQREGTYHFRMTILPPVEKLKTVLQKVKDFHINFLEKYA
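Recombinant GPT2 (10ng/uL) with 250uM a-KG and 2mM L-alanine, 30 min at room temperature, in HEPES pH 7.5 buffer. Pyruvate detected by pyruvate oxidase/HRP/Amplex Red fluorescence after 30 min in the dark; AOA (50uM) as positive control.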
SNCA expr inh: Primary qHTS assay for inhibitors of alpha-synuclein gene (SNCA) expression; HEK-293 SNCA-luciferase knock-in, luminescence, 24 h; Potency, µM (top dose mostly 57.2 µM), for inactives: top-dose activity change, negative = inhibition, most hits filed as inhibitors; 140,000 compounds, 0.17% hits;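 note: potency is the fitted concentration of half-maximal effect; plate controls were DMSO cells for no effect and cell-free wells for full effect; nearly all actives have a fitted effect of over 45% in size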
NIH3T3 tox: Cytotoxic Profiling in NIH 3T3 Cell Line of Diverse Libraries Using Quantitative High-Throughput Screening; AID 1345082, 2018; 94,000 compounds, 4.3% hits; Potency, µM (doses to about 96.7 µM), without a hit: at the top dose activity change, negative = cytotoxicity, usual class: inhibitors; NIH 3T3 viability, CellTiter-Glo ATP luminescence, 48-72 h; note: potency is the fitted concentration of half-maximal effect; nearly all actives have a fitted effect of over 55% in size
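Luminescent ATP readout (CellTiter-Glo, 10 min RT) after 48 or 72 hr compound exposure of NIH 3T3 cells seeded at 400 cells/well in 1536-well format; quantitative HTS.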
IP6K1 inhibitor: Primary qHTS assay for small molecule inhibitors of Inositol hexaphosphate kinase 1 (IP6K1). IP6K1 kinase, ADP-Glo luminescence, 2 h; active compounds read low. activity change, % (series mostly up to about 58 µM). Inositol hexakisphosphate kinase 1 (Homo sapiens), Q92551. 140,000 compounds, 0.81% hits; in the data active = activity change below about -25%
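ADP-Glo luminescence measures ADP made by human IP6K1 during a 2 h RT reaction with ATP/IP6 (mix at 1.3 mM/130 uM); top library doses 57.5 and 19.1 uM final.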
HEK cytotox: Cytotoxic Profiling in HEK 293 Cell Line of Diverse Libraries Using Quantitative High-Throughput Screening | HEK 293 viability, ATP luminescence (CellTiter-Glo), 48-72 h | Potency, µM (titrated, usually from 115 µM), without a hit: top-dose activity change, negative = cytotoxicity, usual class: inhibitors | 94,000 compounds, 6.6% hits; note: potency is the fitted concentration of half-maximal effect; nearly all actives have a fitted effect of over 60% in size
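Luminescence from cellular ATP, measured with CellTiter-Glo, indicates HEK 293 viability. Cells plated at 250 cells/well are treated with compound for 48 or 72 hr at 37 degree Celsius before reagent addition.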
FLuc inh: Firefly luciferase inhibition profiling of diverse chemical library using quantitative high-throughput screening. 76,000 compounds, 2.5% hits. Luciferin 4-monooxygenase (Photinus pyralis), P08659. Potency, µM (top dose mostly 115 µM), for the others: at the highest dose activity change, negative = inhibition, most hits filed as inhibitors. AID 1347043, 2019. purified P. pyralis luciferase, luminescence, biochemical; note: potency is the fitted concentration of half-maximal effect; nearly all actives have a fitted effect of over 65% in size
Target sequence (P08659 whole entry, looked up): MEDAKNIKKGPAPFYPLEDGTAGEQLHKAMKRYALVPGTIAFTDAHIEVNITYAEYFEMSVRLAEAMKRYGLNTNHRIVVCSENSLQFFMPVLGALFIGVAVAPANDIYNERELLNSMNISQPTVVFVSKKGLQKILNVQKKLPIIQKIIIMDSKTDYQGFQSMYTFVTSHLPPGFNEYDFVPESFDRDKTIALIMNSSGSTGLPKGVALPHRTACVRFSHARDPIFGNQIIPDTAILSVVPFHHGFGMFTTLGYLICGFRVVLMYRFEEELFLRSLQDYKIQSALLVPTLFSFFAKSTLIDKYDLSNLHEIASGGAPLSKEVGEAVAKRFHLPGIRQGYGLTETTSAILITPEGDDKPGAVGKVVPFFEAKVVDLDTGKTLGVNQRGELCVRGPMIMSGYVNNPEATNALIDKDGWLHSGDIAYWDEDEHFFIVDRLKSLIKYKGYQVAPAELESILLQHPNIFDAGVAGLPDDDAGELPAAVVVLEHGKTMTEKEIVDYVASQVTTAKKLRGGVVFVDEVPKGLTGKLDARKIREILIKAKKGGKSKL
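Luminescence read by CCD imaging after purified firefly luciferase (10nM final) was added to substrate buffer holding 10uM D-luciferin and 10uM ATP, pH 7.5, pre-dosed with compound.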
HEK293 viab: GF-AFC viability counterscreen for inhibitors of alpha-synuclein gene (SNCA) expression; 150,000 compounds, 0.12% hits; AID 1671193, 2021; HEK-293-SNCA-luc viability, GF-AFC fluorescence, 24 h; Potency, µM (titrated, usually from 57.1 µM), inactives show top-dose activity change, negative = cytotoxicity, most hits filed as cytotoxic;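 note: potency is the fitted concentration of half-maximal effect; 0% = DMSO-treated cells and -100% = medium-only wells without cells; nearly all actives have a fitted effect of over 30% in size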
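HEK-293-SNCA-luc cells (1500/well) plated 24 h, then exposed 24 h to a dilution series; GF-AFC added 30 min at 37C, fluorescence 405/540 nm; normalised to medium-only and DMSO wells, Hill fit.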
* marks the source's active call; other numbers are inactive results; [ ] = dose if it differs, or a comment. Unless noted, calls come from the whole dose curve; as a rule, active = well fitted curve in the direction sought with a large enough effect; inconclusive = small, poorly fitted or top-dose-only effect, or another doubt; inactive = no such curve, though single readings can be large; an effect the other way counts as inactive or inconclusive. Unless noted, % is set by controls: 0 for no effect and ±100 for the full control effect. Some of the compounds tested (hit frequency here may not be typical).

How did CC(CCO)Nc1nc2c(c(=O)n(C)c(=O)n2C)n1Cc1ccc(Br)cc1 (stereo not given) do in these assays?
SNCA expr inh: 14.1%; IP6K1 inhibitor: -7.6; HEK293 viab: inconclusive

Results for O[C@]1(c2ccccc2)CCN(Cc2ccco2)C[C@H]1N1CCCC1 ?
GPT2 inhibitor: inconclusive; SNCA expr inh: -25.0%; NIH3T3 tox: inconclusive; IP6K1 inhibitor: 18.2; HEK cytotox: inconclusive; FLuc inh: -9.4%; HEK293 viab: -20.1%

How did COc1ccc(OC)c(CNC(=O)Nc2cn(CC(C)C)c(=O)c3ccccc23)c1 do in these assays?
SNCA expr inh: 8.6%; IP6K1 inhibitor: 9.5; HEK293 viab: 5.3%

What do the screens show for `O=C(CN1Cc2nc(-c3ccsc3)ccc2OCC1=O)N1CCCC1`?
GPT2 inhibitor: -3.6%[88.5 µM]; SNCA expr inh: 7.5%[87.6 µM]; NIH3T3 tox: inconclusive; IP6K1 inhibitor: 1.1; HEK cytotox: -21.5%[172 µM]; FLuc inh: -13.0%[172 µM]; HEK293 viab: 3.5%[87.6 µM]

Results for CCn1cc(CCC(=O)NCc2ccc(C)cc2)c2ccccc21 ?
SNCA expr inh: 1.9%; IP6K1 inhibitor: 24.9; HEK293 viab: 13.5%

How did CCCSc1nc2sc3c(c2c(=O)n1-c1cccc(Br)c1)CC(C)(C)OC3 do in these assays?
SNCA expr inh: 15.0%; IP6K1 inhibitor: 26.0; HEK293 viab: -5.5%

How did Cc1cnc(-c2ccccc2)n1CCNC(=O)C1CCCCC1 do in these assays?
GPT2 inhibitor: inactive; SNCA expr inh: -14.9%; NIH3T3 tox: -21.5%; IP6K1 inhibitor: 22.8; HEK cytotox: -22.7%; HEK293 viab: 2.1%

How did CCc1cccc(NC(=O)N2CCc3c(nc(-c4ccc(OC)cc4)[nH]c3=O)C2)c1 do in these assays?
GPT2 inhibitor: inactive; SNCA expr inh: 2.2%; NIH3T3 tox: inconclusive; IP6K1 inhibitor: 3.1; HEK cytotox: inconclusive; FLuc inh: 4.4%; HEK293 viab: 8.5%

What do the screens show for `Cc1cccc(CCNC(=O)c2nn(C)c3c2CSc2ccccc2-3)c1`?
SNCA expr inh: -1.5%; IP6K1 inhibitor: 10.6; HEK293 viab: 4.8%

Results for CC1CCCN(CCCNC(=O)CN2C(=O)CSc3ccc(S(=O)(=O)N4CCOCC4)cc32)C1 (stereo not given) ?
SNCA expr inh: 5.5%; IP6K1 inhibitor: 1.1; HEK293 viab: -16.1%

How did CC1=NS(=O)(=O)N(Cc2ccccc2F)C=C1C(=O)O do in these assays?
GPT2 inhibitor: -4.5%; SNCA expr inh: 41.1%[activator]; NIH3T3 tox: -15.8%; IP6K1 inhibitor: -13.0; HEK cytotox: 1.5%; FLuc inh: -13.6%; HEK293 viab: 6.9%

What do the screens show for `Cc1[nH]c(-c2ccccc2)nc1C(=O)N1CCN(c2ccccc2C#N)C(=O)C1`?
GPT2 inhibitor: -0.7%; SNCA expr inh: 23.6%; NIH3T3 tox: 3.8%; IP6K1 inhibitor: -9.8; HEK cytotox: -2.2%; FLuc inh: 8.6%; HEK293 viab: -15.0%

Results for Cc1noc(-c2cccn3c(CNC(=O)c4cc(F)cc(F)c4)nnc23)n1 ?
GPT2 inhibitor: inactive; SNCA expr inh: -19.3%; NIH3T3 tox: inactive; IP6K1 inhibitor: -0.4; HEK cytotox: inactive; FLuc inh: 7.8%; HEK293 viab: -0.8%

What do the screens show for `COc1ccc(F)cc1-c1cccc(C(=O)NCC(=O)N2CCCN(C(C)=O)CC2)c1`?
NIH3T3 tox: -6.3%; IP6K1 inhibitor: 11.5; HEK cytotox: -5.7%

Results for Cc1ccc(N2C(=O)CSC23C(=O)N(CC(=O)NC2CCCCC2)c2ccccc23)cc1 (stereo not given) ?
SNCA expr inh: -3.7%; IP6K1 inhibitor: 15.4; HEK293 viab: -12.6%

Results for O=c1[nH]ccn1C1CCN(Cc2cccc3ccccc23)CC1 ?
GPT2 inhibitor: inactive; SNCA expr inh: 112.7%[activator][87.6 µM]; NIH3T3 tox: -21.4%[138 µM]; IP6K1 inhibitor: 20.3; HEK cytotox: -28.9%[172 µM]; FLuc inh: -10.0%[172 µM]; HEK293 viab: -5.6%[87.6 µM]

How did COc1cccc(NC(=O)c2ccc3c(c2)NC(C)(COc2cccnc2)CO3)c1 (stereo not given) do in these assays?
GPT2 inhibitor: -4.1%[88.5 µM]; SNCA expr inh: -24.9%[87.6 µM]; NIH3T3 tox: inconclusive; IP6K1 inhibitor: -8.7; HEK cytotox: 50.1µM*; FLuc inh: inconclusive; HEK293 viab: inconclusive

What do the screens show for `O=C1CC(c2ccccc2)N(C(=O)CNC(=O)NC2CCCCC2)CCCCCN1` (stereo not given)?
GPT2 inhibitor: inactive; SNCA expr inh: -27.7%; NIH3T3 tox: -13.8%; IP6K1 inhibitor: -1.5; HEK cytotox: 1.9%; FLuc inh: -4.3%; HEK293 viab: -2.5%

How did COc1ccc(CN2CC3(COCC2=O)CN(c2ccc(C(F)(F)F)cn2)C3)cc1F do in these assays?
GPT2 inhibitor: -8.9%[88.5 µM]; SNCA expr inh: 4.6%[87.6 µM]; NIH3T3 tox: inconclusive; IP6K1 inhibitor: -0.1; HEK cytotox: inconclusive; FLuc inh: -3.0%[172 µM]; HEK293 viab: 2.0%[87.6 µM]

How did CCC1=C(C(=O)OC)C(c2ccccc2)N2C(CC(=O)NCC3CCCO3)=CSC2=N1 (stereo not given) do in these assays?
GPT2 inhibitor: inactive; SNCA expr inh: -22.5%; NIH3T3 tox: inconclusive; IP6K1 inhibitor: 13.3; HEK cytotox: inconclusive; FLuc inh: 1.4%; HEK293 viab: -18.1%

What do the screens show for `O=C(CN1C(=O)NC2(CCCCC2)C1=O)NCCCc1ccccc1`?
GPT2 inhibitor: -6.4%; SNCA expr inh: 0.1%; NIH3T3 tox: inactive; IP6K1 inhibitor: 9.5; HEK cytotox: 13.7%; FLuc inh: 0.0%; HEK293 viab: -7.4%

How did O=C1NCCC[C@@H]1NC(=O)[C@@H]1CN(C(=O)CS(=O)(=O)c2ccccc2)CCN1C(=O)c1ccccc1 do in these assays?
GPT2 inhibitor: 2.6%; SNCA expr inh: -8.9%; NIH3T3 tox: 0.5%; IP6K1 inhibitor: 7.3; HEK cytotox: 4.8%; FLuc inh: -4.4%; HEK293 viab: 3.4%

How did CCOC(=O)C1CCN(S(=O)(=O)c2cc(-c3onc(C)c3C)ccc2OC)CC1 do in these assays?
SNCA expr inh: 1.5%; IP6K1 inhibitor: 11.4; HEK293 viab: 3.3%

What do the screens show for `CCCn1c(C)c(CC(=O)N(CC)Cc2noc(C)n2)c2c1CC(C)(C)CC2=O`?
GPT2 inhibitor: -5.8%; SNCA expr inh: 1.5%; NIH3T3 tox: -12.6%; IP6K1 inhibitor: -4.0; HEK cytotox: 0.2%; FLuc inh: 4.0%; HEK293 viab: -4.3%

How did CCCCC(=O)N1c2ccccc2NC2=C(C(=O)CCC2)C1c1ccccc1Cl (stereo not given) do in these assays?
GPT2 inhibitor: -3.3%; IP6K1 inhibitor: 6.9; HEK293 viab: -31.4%

What do the screens show for `CC(C)CCNC(=O)CN1C(=O)CSc2ccc(S(=O)(=O)N3CCCCC3)cc21`?
SNCA expr inh: -1.6%; IP6K1 inhibitor: -7.7; HEK293 viab: inconclusive

Results for O=C(COc1ccccc1)Nc1nnc(S(=O)(=O)Nc2ccccc2)s1 ?
SNCA expr inh: 21.0%; IP6K1 inhibitor: 15.1; HEK293 viab: -6.7%

What do the screens show for `O=C(CCS(=O)(=O)c1cc(Br)cc2c1N(C(=O)C1CC1)CC2)NCc1ccccc1Cl`?
SNCA expr inh: -10.2%; IP6K1 inhibitor: 2.7; HEK293 viab: -1.5%

How did COc1ccc(C2(C(=O)N3CCCC3c3nc(C4CCOCC4)no3)CC2)cc1 (stereo not given) do in these assays?
GPT2 inhibitor: inactive; SNCA expr inh: 1.4%; NIH3T3 tox: -16.7%; IP6K1 inhibitor: 2.5; HEK cytotox: -22.5%; FLuc inh: -8.0%; HEK293 viab: 9.2%

How did CN1CCC(NC[C@H]2O[C@@H](CO)[C@@H](O)[C@H]2N2CCOCC2)CC1 do in these assays?
GPT2 inhibitor: inactive; SNCA expr inh: -5.9%; NIH3T3 tox: inactive; IP6K1 inhibitor: 3.8; HEK cytotox: inactive; FLuc inh: -0.5%; HEK293 viab: 1.1%

What do the screens show for `COc1cccc(CN2C(=O)OC3(CCN(C(=O)Cc4ccccn4)CC3)C2(C)c2cccnc2)c1` (stereo not given)?
GPT2 inhibitor: -8.1%; SNCA expr inh: -24.1%; NIH3T3 tox: 35.5µM*; IP6K1 inhibitor: -1.2; HEK cytotox: inactive; FLuc inh: -8.7%; HEK293 viab: 1.9%

Results for CO[C@H]1[C@H](NC(=O)Cc2c[nH]c3ccccc23)c2ccccc2C12CCNCC2 ?
GPT2 inhibitor: 3.5%; SNCA expr inh: -8.4%; NIH3T3 tox: -6.4%; IP6K1 inhibitor: 22.8; HEK cytotox: -8.9%; FLuc inh: 7.4%; HEK293 viab: -6.3%

What do the screens show for `CCOC(=O)c1noc2ncnc(Nc3ccc(C)c(F)c3)c12`?
SNCA expr inh: 21.1%; IP6K1 inhibitor: 21.5; HEK293 viab: 1.1%

Results for CCOC(=O)CNC(=O)Nc1cc(C(=O)NCc2cccc(F)c2)ccc1N1CCCC1 ?
SNCA expr inh: inconclusive; IP6K1 inhibitor: 6.6; HEK293 viab: -0.9%

How did COc1ccc(C(CC(=O)N(C)Cc2cnc3ccccn23)c2ccccc2)cc1 (stereo not given) do in these assays?
GPT2 inhibitor: inactive; SNCA expr inh: -10.1%; NIH3T3 tox: -19.9%; IP6K1 inhibitor: -2.8; HEK cytotox: inconclusive; FLuc inh: 8.9%; HEK293 viab: -8.9%

What do the screens show for `CCOC(=O)c1c(C)[nH]c(C)c1S(=O)(=O)NCC(=O)Nc1cccc(Cl)c1`?
SNCA expr inh: 21.9%; IP6K1 inhibitor: 0.1; HEK293 viab: -15.3%

Source: PubChem BioAssay (National Center for Advancing Translational Sciences (NCATS))
